High-throughput results deposited in PubChem by National Center for Advancing Translational Sciences (NCATS).
PTAP-TSG101 blk = blocks PTAP binding to human TSG101, validation. Q99816. Fluorescence polarization, FITC-PTAP peptide/Tsg101, 20 min. Potency, µM (series often up to 115 µM), for inactives: top-dose activity change, negative = inhibition, actives largely listed as inhibitors. 44,000 tested, under 10 active. AID 1347069; also: potency is read from the fitted curve at half-maximal effect; 0% is about no effect
Target sequence (Q99816 whole entry, looked up): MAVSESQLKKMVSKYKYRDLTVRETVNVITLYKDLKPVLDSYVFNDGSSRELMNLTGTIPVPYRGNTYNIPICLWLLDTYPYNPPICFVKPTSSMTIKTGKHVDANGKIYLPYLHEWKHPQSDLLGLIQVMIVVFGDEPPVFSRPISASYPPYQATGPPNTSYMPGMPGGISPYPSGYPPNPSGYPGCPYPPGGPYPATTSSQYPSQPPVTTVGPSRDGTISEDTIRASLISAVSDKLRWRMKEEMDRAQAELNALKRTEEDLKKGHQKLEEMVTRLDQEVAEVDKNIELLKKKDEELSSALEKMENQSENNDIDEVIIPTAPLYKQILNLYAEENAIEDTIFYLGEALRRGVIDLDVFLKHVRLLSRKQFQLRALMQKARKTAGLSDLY
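Compounds pinned into 10 uM Tsg101 binding domain, then 50 nM FITC-PTAP peptide added in pH 7.5 HEPES buffer; FP read after 20 min, room temperature. Total S+P intensity flags fluorescent compounds; active cut-off <25 µM, efficacy <60%.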
B2AR arrestin ag = ADRB2 beta-arrestin recruitment; P07550; HTLA Tango cells, beta-arrestin recruitment, luciferase luminescence, 18 h; Potency, µM (doses to about 46.1 µM), for inactives: top-dose activation, most hits filed as activators; 44,000 tested, under 10 active;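 also: potency is read from the fitted curve at half-maximal effect; 0% = DMSO and full agonism = EC100 isoproterenol or metaproterenol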
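Tango cell line, 1% FBS DMEM; cpd titration up to 46 microM; 18 hr, 37 degrees C, 5% CO2. Luciferin/ATP substrate mix added, 15 min RT, luminescence. %Activity, CRC fitting, curve-class categorization.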
FH mod = Identification of activators of human fumarate hydratase by quantitative high-throughput screening; FH coupled MDH/diaphorase resazurin fluorescence, 15 min; Potency, µM (top dose mostly 79.9 µM), for the others: at the top dose activity change, negative = inhibition, usual class: inhibitors; actives 0.22% (n = 54,000); AID 1347055, 2019; also: potency is read from the fitted curve at half-maximal effect; % is scaled to controls: 0 for no effect and ±100 for the full control effect; the screen sought activators but most active calls are inhibition curves; nearly all actives have a fitted effect of over 45% in size
Target sequence (P07954 whole entry, looked up): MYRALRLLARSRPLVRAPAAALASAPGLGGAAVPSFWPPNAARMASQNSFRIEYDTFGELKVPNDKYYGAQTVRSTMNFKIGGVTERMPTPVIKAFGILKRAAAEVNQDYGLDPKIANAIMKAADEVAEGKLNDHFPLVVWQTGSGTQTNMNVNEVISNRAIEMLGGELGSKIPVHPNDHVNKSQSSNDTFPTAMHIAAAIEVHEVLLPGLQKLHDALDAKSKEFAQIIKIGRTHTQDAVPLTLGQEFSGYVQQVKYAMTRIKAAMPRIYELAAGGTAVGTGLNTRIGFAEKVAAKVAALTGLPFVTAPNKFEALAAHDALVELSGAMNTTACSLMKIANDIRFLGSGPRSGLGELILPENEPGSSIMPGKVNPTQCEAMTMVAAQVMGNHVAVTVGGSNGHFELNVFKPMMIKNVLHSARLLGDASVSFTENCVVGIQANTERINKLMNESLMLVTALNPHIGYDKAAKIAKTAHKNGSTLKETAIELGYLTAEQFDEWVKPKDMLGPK
p53null 39C kill = kills p53 null cells at the nonpermissive temperature | AID 904 | H1299 p53-null (neo) cells, 39C, ATPlite viability, 24 h | actives 0.97% (n = 55,000) | Potency, µM (highest dose often 46.1 µM), for the others: top-dose activity, negative = cell killing, hits mostly cytotoxic;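 also: potency is read from the fitted curve at half-maximal effect; 0% = DMSO only and -100% = full killing by 100 µM tamoxifen; nearly all actives have a fitted effect of over 50% in size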
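Following overnight plating at 37C (600 cells/well), H1299-neo or H1299-p53A138V cells are dosed up to 46 uM. Incubation lasts 24 hr at 39C before ATP detection.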
NTMT1 inhibitor = blocks human N-terminal methyltransferase 1 activity. NTMT1 MTase-Glo SAH luminescence, purified enzyme. Potency, µM (highest dose often 114 µM), for inactives: at the top dose activity change, negative = inhibition, most hits filed as inhibitors. actives 2.5% (n = 59,000). AID 1645870;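 also: potency is read from the fitted curve at half-maximal effect; plate controls were DMSO vehicle for no effect and no enzyme for full effect; nearly all actives have a fitted effect of over 65% in size; many of its hits are not listed in these tables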
GALK inhibitor = inhibits human galactokinase. 44,000 tested, under 10 active. P51570. AID 1347072. Potency, µM (highest dose often 57.5 µM), for inactives: top-dose activity, negative = inhibition, most hits filed as inhibitors. recombinant GALK, Kinase-Glo ATP luminescence, 1 h;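 also: plate controls were full GALK reaction for no effect and reaction lacking GALK for full effect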
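Luminescent ATP-depletion readout (Kinase-Glo Plus) after 1 h room-temperature incubation of human GALK (5 nM) with galactose 100 µM and ATP 35 µM, pH 8.0 HEPES/Mg2+ buffer; compounds tested in qHTS format.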
p53null 32C tox = p53 null cell cytotoxicity, permissive temperature | H1299-neo p53 null cells, ATP luminescence, 24 h, 32C | Potency, µM (titrated, usually from 46.1 µM), for the others: at the top dose activity change, negative = cytotoxicity, actives largely listed as cytotoxic | actives 0.62% (n = 55,000);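 also: potency is read from the fitted curve at half-maximal effect; 0% = DMSO only and -100% = full killing by 100 µM tamoxifen; nearly all actives have a fitted effect of over 55% in size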
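AC50 values derive from Hill modelling of qHTS concentration-response data (up to 46 uM) in H1299-neo cells. Cells were treated 24 h at 32C following overnight attachment at 37C; viability was read as cellular ATP.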
An asterisk follows results filed as active; ? = inconclusive; . = not tested or not shown; [ ] = dose if it differs, or a comment. Calls follow the shape of the dose curve; as a rule, active = well fitted curve in the direction sought with a large enough effect; inconclusive = small, poorly fitted or top-dose-only effect, or another doubt; inactive = no such curve, though single readings can be large; an effect the other way counts as inactive or inconclusive.

SMILES	PTAP-TSG101 blk	B2AR arrestin ag	FH mod	p53null 39C kill	NTMT1 inhibitor	GALK inhibitor	p53null 32C tox
Cc1cccc(CNC(=O)c2cnc3sc(N4CCCCC4)nn3c2=O)c1	8%	0%	.	8%	.	-1%	3%
Cc1ccc(-n2ncc(C(=O)N3CCN(c4ccccn4)CC3)c2C2CCN(C(=O)OC(C)(C)C)CC2)cc1C	-5%	0%	2%	-9%	8%	2%	10%
O=C(NCc1ccc(Cl)cc1)C1CCCN(C(=O)c2cnn(-c3ccc(F)cc3)c2-n2cccc2)C1 (stereo unspecified)	-6%	0%	-7%	17%	20%	2%	15%
Cc1cccc(C(=O)NC(=O)Nc2ccc(-c3cc(C(F)(F)F)nn3-c3ccccc3)cc2)c1	-1%	-1%	-2%	-7%	11%	-2%	0%
COc1ccccc1C(=O)Nc1cccc(C(=O)OCc2cc(=O)n3c4c(sc3n2)CCCC4)c1	-1%	-1%	-14%	6%	0%	-4%	-5%
COc1ccc(-c2nc(SCC(=O)Nc3ccc4c(c3)OCO4)c(-c3ccccc3)[nH]2)cc1	-1%	-2%	-14%	?	-8%	0%	-11%
CC(=O)N1CCCC1c1nc2ccccc2n1Cc1cccc(C)c1 (stereo unspecified)	-3%	-3%	-5%	-7%	14%	-10%	-3%
COc1ccc(CCNC(=O)c2c(C)oc3ncnc(N4CCOCC4)c23)c(OC)c1	-2%	-1%	2%	7%	3%	1%	-7%
CC(=O)N1CCc2c(sc3c2c(=O)n(-c2ccccc2Cl)c(=O)n3Cc2cccc(C)c2)C1	-11%	-1%	-36%	16%	7%	-5%	15%
CC(C)C(NS(=O)(=O)c1ccc2c(c1)oc(=O)n2C)C(=O)NCCc1ccc(Cl)cc1 (stereo unspecified)	-1%	-2%	5%	5%	-17%	-1%	-6%
O=C(CN1C(=O)COc2ccc(Cl)cc21)Nc1cccc(C(=O)O)c1	-6%	1%	.	-3%	.	0%	-6%
O=C(CCS(=O)(=O)c1nc(-c2ccc3c(c2)OCO3)cc(C(F)(F)F)n1)Nc1ccc(F)c(Cl)c1	9%	0%	-11%	?	11%	0%	?
COc1ccc(-n2nc3cc(C)c(NC(=O)COc4cccc(C)c4)cc3n2)cc1	0%	0%	4%	-2%	18%	0%	-1%
O=C(Cn1cc(S(=O)(=O)c2ccccc2)c(=O)c2cc3c(cc21)OCO3)Nc1ccc(Cl)cc1	2%	0%	-8%	3%	11%	0%	12%
Cc1cc(N2CCC(C)CC2)nc2ccc(NC(=O)/C=C/c3cccc(Cl)c3)cc12	1%	0%	-10%	6%	-1%	4%	-5%
CCOC(=O)c1c(C)[nH]c(CCC(=O)NCCCN2CCN(c3ccccc3F)CC2)c1C	0%	1%	-6%	-16%	-1%	2%	6%
CN(C)c1ccc(CNC(=O)CCS(=O)(=O)c2ccc3c(c2)oc(=O)n3C)cc1	0%	-1%	-50%	-19%	?	4%	1%
CCOC(=O)C1CCCN(c2nc3c(S(=O)(=O)c4ccc(Br)cc4)nnn3c3ccsc23)C1 (stereo unspecified)	-1%	0%	-17%	3%	20%	5%	6%
CC(=O)c1ccc(N2CCN(C(=O)CS(=O)(=O)c3cccc4nsnc34)CC2)cc1	-11%	0%	1%	18%	-19%	2%	-7%
CCCCCOc1ccc(C(=O)N(Cc2ccccc2)C2CCS(=O)(=O)C2)cc1 (stereo unspecified)	-4%	1%	-9%	16%	20%	1%	1%
Cc1ccc(-n2ncc(C(=O)NCCc3ccsc3)c2C2CCN(C(=O)OC(C)(C)C)CC2)c(C)c1	-3%	2%	-27%	-12%	3%	-2%	25%
COc1ccc(C(=O)Nc2ccc(OCc3cc(=O)n4ccsc4n3)cc2)cc1OC	-2%	-2%	-7%	-18%	1%	8%	-4%
CCc1ccccc1NC(=O)Cn1cc(C(=O)c2ccncc2)c(=O)c2cc(C)ccc21	-5%	2%	-3%	-2%	-20%	-4%	4%
Cc1cc(C)c(NC(=O)Cn2nnc(-c3ccccc3)n2)c(C)c1	-5%	0%	1%	11%	8%	-16%	4%
Cc1cccc(NC(=O)CSc2nnc3c4ccccc4n(C)c3n2)c1	-5%	-2%	-2%	27%	-2%	2%	-1%
Cn1cc(CCCC(=O)NCc2ccc(F)cc2)c2ccccc21	0%	0%	0%	-13%	20%	0%	-14%
CCc1ccccc1NC(=O)CC(C)S(=O)(=O)c1ccc2c(c1)NC(=O)CO2 (stereo unspecified)	-1%	-1%	-1%	-5%	3%	-7%	-11%
Cc1ccccc1NC(=O)C(Cc1ccccc1)N1Cc2ccccc2C1=O (stereo unspecified)	-3%	0%	-15%	-26%	1%	2%	-12%
CC(C)NC(=O)CN1C(=O)COc2ccc(S(=O)(=O)N3CCCCCC3)cc21	-11%	1%	2%	-6%	7%	-2%	4%
COc1ccc(Nc2nnc(-c3ccc(C)c(S(=O)(=O)N4CCN(C)CC4)c3)c3ccccc23)cc1	-7%	1%	?	60%	5%	0%	46%[activator]
Cc1ccccc1CS(=O)(=O)CC1Nc2ccc(C(=O)NCc3ccc(Cl)cc3)cc2NC1=O (stereo unspecified)	6%	-1%	-2%	-10%	-12%	0%	-6%
Cc1ccc(CNC(=O)c2ccc3nc(SCc4ccc(F)cc4)[nH]c3c2)cc1	-1%	0%	?	-16%	?	-4%	-8%
Cc1ccc(CSc2nc(-c3ccc(C(C)(C)C)cc3)nc3cc(=O)[nH]n23)cc1	2%	-1%	.	14%	.	-1%	32%[activator]
COC(=O)c1c(NC(=O)c2ccc(Cl)c(Cl)c2)sc2c1CCCC2	1%	1%	-4%	-27%	-10%	0%	3%
O=C(COc1ccc2ccccc2c1)NC1CC(=O)N(c2ccc(F)cc2)C1 (stereo unspecified)	-4%	1%	-11%	30%[activator]	4%	-8%	4%
CCCSCCCNC(=O)Cn1c(-c2cccs2)cc2ccccc21	1%	-1%	-8%	-14%	-17%	-7%	-2%
COC(=O)CN1C(=O)CSc2ccc(S(=O)(=O)Nc3ccc(F)c(Cl)c3)cc21	0%	1%	.	-8%	.	-3%	-3%
CCc1cccc(-n2c(=O)c3cccnc3n2CC(=O)NCc2ccc(C)cc2)c1	0%	1%	-10%	-5%	2%	-3%	11%
CCOC(=O)CNC(=O)c1cc2c(=O)n(CC)c3ccccc3c2s1	0%	1%	-7%	-15%	6%	1%	-1%
Cc1nnc(N2CCC(C(=O)NCCC(C)C)CC2)c2nn(-c3ccc(Cl)cc3)c(C)c12	-1%	0%	1%	4%	11%	-2%	14%

Random excerpt: 3 entries already listed, in no set order.
SMILES	PTAP-TSG101 blk	B2AR arrestin ag	FH mod	p53null 39C kill	NTMT1 inhibitor	GALK inhibitor	p53null 32C tox
Cc1nnc(N2CCC(C(=O)NCCC(C)C)CC2)c2nn(-c3ccc(Cl)cc3)c(C)c12	-1%	0%	1%	4%	11%	-2%	14%
CC(C)NC(=O)CN1C(=O)COc2ccc(S(=O)(=O)N3CCCCCC3)cc21	-11%	1%	2%	-6%	7%	-2%	4%
COC(=O)c1c(NC(=O)c2ccc(Cl)c(Cl)c2)sc2c1CCCC2	1%	1%	-4%	-27%	-10%	0%	3%

Going on with the list.
SMILES	PTAP-TSG101 blk	B2AR arrestin ag	FH mod	p53null 39C kill	NTMT1 inhibitor	GALK inhibitor	p53null 32C tox
Cc1ccc(-n2c(=O)c3c(c4cc(C)ccc4n3C)n(CC(=O)NCC3CCCO3)c2=O)cc1 (stereo unspecified)	1%	-1%	-5%	-13%	?	5%	1%
Cc1cc(Cl)ccc1NC(=O)CN1C(=O)COc2ccc(S(=O)(=O)Nc3ccccc3)cc21	1%	0%	?	11%	?	-1%	18%
Cc1csc2nc(COc3ccc(NC(=O)COc4ccc(F)cc4)cc3)cc(=O)n12	4%	-1%	8%	18%	-9%	0%	-1%
CCOc1ccc(-c2nc(SCC(=O)NC3CCCC3)c(-c3ccccc3)[nH]2)cc1OC	-7%	1%	-16%	?	4%	-7%	-4%
COc1ccc(NC(=O)c2ccc(CN3C(=O)CCn4nc(C)cc43)cc2)c(OC)c1	1%	0%	-2%	-15%	2%	1%	-3%
Cc1ccc(-c2nc(CNC(=O)NC3CCCCC3)c(C)o2)cc1	2%	-1%	1%	-4%	5%	-1%	-7%
CC1CCCCN1C(=O)c1cc(-c2ccc(Br)cc2)on1 (stereo unspecified)	1%	1%	-11%	3%	2%	3%	4%
Cc1cccc(N2CCN(C(=O)CS(=O)(=O)Cc3nc(-c4ccccc4C)oc3C)CC2C)c1 (stereo unspecified)	-4%	1%	-24%	-2%	?	0%	-2%
Cc1ccc(CNC(=O)c2ccc3c(c2)N(Cc2ccccc2)C(=O)c2ccccc2S3(=O)=O)cc1	-3%	1%	-23%	9%	4%	9%	-2%
Cc1ccc(C)c(Nc2nn3c(=O)c4ccc(C(=O)NCc5cccs5)cc4nc3s2)c1	1%	-3%	2%	-10%	?	0%	?
CC(=O)Nc1cccc(-c2nnc(SCC(=O)c3cc([N+](=O)[O-])ccc3Cl)o2)c1	-5%	-2%	-21%	?	9%	-2%	10%
O=C(c1c2c(nc3ccccc13)C(=O)N(C1CCCCC1)C2)N1CCN(c2ccc(F)cc2)CC1	-5%	0%	-11%	-20%	11%	0%	-2%
COc1ccc(-c2nc3scc(CCNS(=O)(=O)c4ccc(F)cc4C)n3n2)cc1	-13%	-2%	-14%	5%	3%	2%	-2%
O=C(COc1ccccc1)N(Cc1cccnc1)c1nc2c(F)cc(F)cc2s1	1%	-3%	-14%	-24%	13%	0%	-6%
COc1ccc(NC(=O)CC2C(=O)N(c3ccc(C)cc3)C(=O)N2Cc2ccc(C)cc2)cc1 (stereo unspecified)	1%	-1%	-3%	1%	-2%	7%	-8%
Cn1ccc2cc(S(=O)(=O)N3CCCC(C(=O)NCc4ccccc4F)C3)ccc21 (stereo unspecified)	-5%	3%	-11%	-15%	-2%	-2%	-6%
Cc1cccc(N(C)C(=O)c2cc(S(=O)(=O)N3CCCC3)cn2C)c1	-1%	1%	4%	-23%	2%	?	4%
Cc1ccccc1CNC(=O)CCCn1c(=O)c2cccn2c2ccccc21	-4%	0%	-22%	12%	-1%	6%	-4%
COc1ccc(-c2cnc(C)o2)cc1S(=O)(=O)Nc1c(C)cc(C)cc1C	-10%	0%	-10%	0%	-4%	-3%	2%
COc1ccc(N2CC(NC(=O)c3ccc(S(=O)(=O)N4CCOCC4)cc3)CC2=O)cc1 (stereo unspecified)	-9%	-3%	7%	16%	12%	-1%	-6%
CC(C)CCNC(=O)C1CCN(C(=O)N2CCOc3ccc(Cl)cc32)CC1	0%	0%	9%	-9%	12%	4%	-3%
CSc1ccc(CNC(=O)CCc2c(C)nn(-c3ccc(N4CCCC4)nn3)c2C)cc1	-7%	0%	.	-20%	.	5%	-7%
COc1ccc(/C=C/c2nc(C#N)c(N3CCC(C(N)=O)CC3)o2)cc1OC	0%	0%	-19%	-12%	-10%	4%	-1%

Only part of the results is shown; the hit share may differ from the screen's.
